APP transl inh = APP translation inhibition. SH-SY5Y APP 5'UTR-luciferase reporter, luminescence. hit rate 0.82% among 190,000. AID 1285. inhibition, % at 2 µM;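 active = inhibition above a set limit, derived from the sample mean plus 3 SD, cut at about 45% in these data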; note: values of inactives mirror those of a sister screen read the other way
STAT1 blocker = reduces IFN-gamma driven STAT1 reporter signal. NIH 3T3 STAT1-luciferase reporter, luminescence. inhibition, % at 5.5 µM. hit rate 0.35% among 200,000;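 active = inhibition above a set limit, the mean inhibition across all tested compounds plus 3 SD, cut at about 34% in these data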;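 note: 0% = IFN-gamma with DMSO and 100% = IFN-gamma with 300 µM nifuroxazide; values of inactives mirror those of a sister screen read the other way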
FLuc inh counter = inhibits firefly luciferase, flagging false hits in luciferase inhibition screens; hit rate 1.5% among 200,000; inhibition, % at 10 µM; ATPLite firefly luciferase biochemical luminescence, 10 min;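 active = inhibition above about 50% when tested at 10 µM, limit read from the data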
Target sequence (P08659 whole entry, looked up): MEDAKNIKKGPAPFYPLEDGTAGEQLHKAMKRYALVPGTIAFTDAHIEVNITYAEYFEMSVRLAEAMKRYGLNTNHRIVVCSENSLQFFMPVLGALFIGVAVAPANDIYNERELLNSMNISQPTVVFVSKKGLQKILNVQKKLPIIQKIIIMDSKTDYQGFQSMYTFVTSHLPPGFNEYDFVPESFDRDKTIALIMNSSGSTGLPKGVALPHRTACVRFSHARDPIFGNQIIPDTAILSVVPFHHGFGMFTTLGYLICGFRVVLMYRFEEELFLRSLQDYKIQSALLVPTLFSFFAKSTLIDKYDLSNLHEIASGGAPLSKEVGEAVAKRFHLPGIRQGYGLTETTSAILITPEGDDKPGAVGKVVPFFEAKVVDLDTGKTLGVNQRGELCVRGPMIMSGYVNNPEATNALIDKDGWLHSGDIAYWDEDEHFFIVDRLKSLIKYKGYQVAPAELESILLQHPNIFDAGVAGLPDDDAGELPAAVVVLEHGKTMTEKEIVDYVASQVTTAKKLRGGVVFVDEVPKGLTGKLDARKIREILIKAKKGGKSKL
STAT1 act = activators of IFN-gamma induced STAT1 signaling | activation (% of control), % at 5.5 µM | AID 932 | NIH 3T3 STAT1-luciferase reporter, luminescence; 100% = IFN-gamma alone, no compound | hit rate 2.6% among 200,000;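 active = activation above the screen-wide mean activation plus 3 SD, cut at about 130% in these data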;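 note: raw ratio to IFN-gamma control signal so 100% means no change and 0% no light; values of inactives mirror those of a sister screen read the other way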
RAM network inh = blocks the yeast RAM network; S. cerevisiae dse1pr::URA3 reporter, 5-FOA growth OD615, 2 d; analog-sensitive cbk1-as2 kinase mutant strain; inhibition, % at 50 µM; hit rate 1.8% among 190,000;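 active = inhibition above a set limit, 3 SD over mean compound inhibition, cut at about 8.4% in these data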;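 note: 0% = DMSO-only wells with no growth and 100% = 10 µM 1-NA-PP1 full growth; inhibition rescues growth on 5-FOA so higher OD means more RAM inhibition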
STAT3 blocker = STAT3 signaling inhibition. AID 862. U3A cells, IL-6 STAT3-luciferase reporter, luminescence; host cell line lacks STAT1. inhibition, % at 5.5 µM. hit rate 0.89% among 190,000;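 active = inhibition above the mean inhibition across all screened compounds plus 3 SD, cut at about 44% in these data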;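 note: 0% = DMSO only wells and 100% = 100 µM nifuroxazide control wells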
APP 5'UTR act = APP 5'UTR luciferase reporter activation; SH-SY5Y APP 5'UTR luciferase reporter, luminescence; zero percent = DMSO vehicle wells; activation, % at 2 µM; hit rate 1% among 190,000;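 active = activation above a set limit, based on mean plus 3 SD of controls, cut at about 140% in these data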; note: values of inactives mirror those of a sister screen read the other way
NF-kB expr up = NF-kB expression increase, human neuronal cells. NF-kB reporter expression; active compounds read high. fold change at 12.5 µM. hit rate 1.6% among 190,000. AID 1239; in the data active = fold change above about 3.3
STAT3 activator = STAT3 signaling activation | U3A cells, IL-6 STAT3-luciferase reporter, luminescence; 100% = signal with IL-6 EC80 alone | activation (% of control), % at 5.6 µM | hit rate 0.91% among 190,000 | AID 871;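 active = activation above the screen-wide mean of compound activation plus 3 SD, cut at about 130% in these data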;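 note: 0% = background luminescence of wells with medium and substrate only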
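Material: human U3A cells carrying STAT3-luciferase construct. Measured by: reporter luminescence signal. Timing: compound 1 h, then IL-6 6 h at 37 °C.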
Hsp70 activator = switches on Hsp70 transcription; HeLa Hsp70 promoter luciferase reporter, luminescence; scaled: vehicle 0, proteasome-inhibitor control 100%; activation, % at 10 µM; hit rate 0.04% among 200,000; AID 1203;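 active = activation above the mean across all tested compounds plus 3 SD, cutoff set per campaign, cut at about 5.5% in these data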;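 note: 100% = MG132 at 30 µM as the positive control and 0% = DMSO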
Numbers without * were called inactive; · = no result given.

SMILES	APP transl inh	STAT1 blocker	FLuc inh counter	STAT1 act	RAM network inh	STAT3 blocker	APP 5'UTR act	NF-kB expr up	STAT3 activator	Hsp70 activator
O=C(O)c1ccccc1NCN1C(=O)C2CC=C(Cl)CC2C1=O (stereo unspecified)	1	-3	-4	103	1.5	4	-1	1.2	99	-0.4
Nc1ccc(N2CCN(CCCCN3C(=O)C4CCCN4C3=O)CC2)cc1 (stereo unspecified)	0	-9	-4	108	0.5	5	0	0.85	98	-0.3
CCOC(=O)C(Sc1n[nH]c(N)n1)c1ccccc1 (stereo unspecified)	·	1	-6	99	2.7	-4	·	0.97	102	-0.3
CCCCOCCCNC(=O)c1ccc(OC)cc1	11	1	-6	99	0.1	11	-11	1.2	97	-0.4
COc1ccc(NC(C)=O)cc1S(=O)(=O)N1CCc2ccccc21	-18	-3	-5	101	4.1	20	18	1.2	88	0.1
CCOC(=O)C1(CCOc2ccccc2)CCN(Cc2cccs2)CC1	-27	7	-4	93	-0.1	1	27	1.1	103	0.2
O=C(CC1CCS(=O)(=O)C1)Nc1ccc[nH]c1=O (stereo unspecified)	12	-1	3	101	2.0	1	-12	1.3	101	-0.2
O=c1[nH][nH]c(-c2ccccc2)c1C=Nc1ccc(F)cc1F	-7	-1	28	100	2.1	-1	7	0.92	107	0.0
Cc1c(C(=O)Nc2ccc3oc(-c4cccnc4)nc3c2)oc2ccccc12	4	-13	0	112	3.5	33	-4	0.82	76	-0.4
CCCCCCOc1ccc(OC(=O)c2ccncc2)cc1	-3	-2	-2	96	3.9	15	3	9.9*	91	-0.2
Cc1cc(C)n(-c2cc(Cl)ccc2[N+](=O)[O-])n1	16	-6	0	105	-0.4	-3	-16	1	108	-0.2
O=C(NC1CCCCCC1)C(=S)N1CCCC1	-16	-4	-6	102	0.8	6	16	1.4	98	-0.3
Cc1noc(NS(=O)(=O)c2ccc(NC(=O)c3ccc(N4C(=O)c5ccccc5C4=O)cc3)cc2)c1C	-20	-1	-2	101	2.6	5	20	0.84	103	0.0
O=C(NCCO)c1cc([N+](=O)[O-])cc2c1C=Cc1ccccc1O2	19	9	-3	93	2.2	6	-19	1.3	100	0.0
CC(=O)NS(=O)(=O)c1ccc(NC(=O)/C=C/c2ccco2)cc1	-20	-7	-2	105	3.0	-3	20	1.1	104	-0.4
CCN(CC(=O)Nc1ccc(NC(C)=O)cc1)C(=O)c1n[nH]c(=O)c2ccccc12	-22	3	-6	97	-0.1	6	22	1.2	98	-0.5
Oc1ccccc1/C=N/Nc1cccc2cccnc12	-89	11	44	90	-0.1	-67	89	12*	162*	0.6
CCC(C)NC(=O)CS(=O)Cc1nc(-c2cccc(C)c2)oc1C (stereo unspecified)	-8	-1	7	101	1.5	10	8	1.1	99	-0.1
CCCc1cc2c(=O)c(-c3ccc4c(c3)OCCO4)coc2cc1OC(=O)c1ccco1	-90	1	8	99	0.3	5	90	2.5	99	0.0
Cc1ccc(C(=O)NCCNc2ccc(Cl)cc2[N+](=O)[O-])o1	-20	0	-6	100	0.9	11	20	0.86	97	-0.2
COC(=O)c1ccc(C(=O)OC)c(NC(=S)N2CCC(N3CCCCC3)CC2)c1	-4	0	-3	98	1.9	-2	4	1.1	109	-0.2
CN(C)c1ccc(NC(=O)CN2C(=O)CC(c3ccccc3)=Nc3ccccc32)cc1	5	-1	-4	101	1.4	-7	-5	1.1	110	-0.3
CCOC(=O)c1c(C)c(C(=O)NCc2cccnc2)c(C)n1C	-12	3	-6	97	2.0	-1	12	1.6	105	0.0
COC(=O)c1ccc(C2CC(=O)Nc3cc(OC)c(OC)cc32)cc1 (stereo unspecified)	7	10	-6	91	0.9	4	-7	1.2	99	-0.5
CSC(=Nc1ccccc1)C1=C(O)COC1=O	-1	9	-2	92	0.8	12	1	1.3	94	-0.1
COc1ccc(C)cc1NC(=O)CN(c1ccc(F)cc1)S(C)(=O)=O	1	2	-7	99	-0.4	2	-1	1.1	100	-0.2
Cc1ccc(C(C(=O)NC2CCCCC2)N(CC2CCCO2)C(=O)CNC(=O)c2cccs2)cc1 (stereo unspecified)	12	-7	-5	106	8.9*	-5	-12	0.95	109	0.1
CC(=O)N1CCC(=NNS(=O)(=O)c2cccc([N+](=O)[O-])c2)CC1	2	-6	-4	105	1.5	6	-2	0.93	102	0.5
Cc1ccc(C(=O)NCC(=O)OCC(=O)Nc2ncc(C(F)(F)F)cc2Cl)cc1	1	-1	-1	101	0.8	-6	-1	1.1	105	-0.4
Nc1cc(N)cc(-c2nc3ccccc3[nH]2)c1	-15	-10	13	109	-0.3	-14	15	0.56	118	-0.3
CCCCn1c(SCc2ccc(Cl)cc2)nc2c1c(=O)[nH]c(=O)n2C	-12	2	-10	98	6.4	1	12	1	102	-0.3
CCOc1nc(NCCN2CCOCC2)nc(Nc2ccc(C)cc2)n1	14	-2	-3	101	0.3	0	-14	1.1	104	0.1
CCOC(=O)N1CCN(C(=O)/C(=C/c2ccc(OC)cc2)NC(=O)c2ccccc2)CC1	-1	2	-3	98	-0.1	5	1	1.3	102	-0.1
Cc1ccc(OC(=O)Nc2ccccc2)cc1	-27	-51	51*	144*	1.9	8	27	0.98	95	0.0
C=CCNc1nc(Nc2ccc(OC)cc2)nc(OCC)n1	·	-2	1	101	0.1	11	·	0.95	96	-0.5
CC(CC(=O)N1CCc2ccccc21)c1ccccc1 (stereo unspecified)	·	-8	-2	106	1.0	10	·	1.4	92	0.0
Cc1cc(C)nc(SCc2ccc(C(=O)N/N=C/c3ccncc3)cc2)n1	2	9	-3	90	0.4	8	-2	1.2	100	-0.2
CCc1ccccc1NC(=S)N(CCCN1CCOCC1)Cc1cccs1	-16	10	-1	91	1.4	16	16	0.9	89	-0.4
CCCSc1nsc(N)n1	-10	2	-2	98	0.1	-10	10	1.3	106	0.9
Cc1nn(Cc2n[nH]c(=S)n2Cc2ccccc2)c(C)c1Cl	-29	2	-9	98	1.7	2	29	1.3	102	0.0
CS(=O)(=O)N(CC(=O)NCCC1=CCCCC1)C1CCCCC1	-1	-2	-7	102	-0.2	-5	1	0.99	104	-0.3
COCCn1cnc2c1c(=O)n(CC(=O)Nc1cc(C)on1)c(=O)n2Cc1ccccc1	3	0	-2	100	0.5	-4	-3	0.99	107	-0.1
NC(=O)CCC(NS(=O)(=O)c1ccc(Cl)cc1)C(=O)NCc1ccccc1Cl (stereo unspecified)	7	0	-4	100	2.2	10	-7	0.93	95	-0.5
CCC(=O)n1nc(-c2ccccc2)nc1SCC(=O)Nc1ccc(C)cc1	5	4	3	97	5.0	7	-5	1.2	100	0.0
CC(=O)Nc1ccc(OCC(=O)N(CC(C)C)C2CCS(=O)(=O)C2)cc1 (stereo unspecified)	-5	-3	-4	102	-0.3	1	5	1	101	-0.3
COc1ccc(Cl)cc1NC(=O)CN1CCCCCC1	-7	11	-4	89	1.7	26	7	1.1	79	0.1
COc1cc(/C=C2\SC(=O)N(CCN)C2=O)ccc1OS(=O)(=O)c1cc(C)ccc1C	-1	-8	-2	107	8.5*	-7	1	1.2	108	0.5
Nn1cc(-c2ccccc2)nc1SCC(=O)NC1CCS(=O)(=O)C1 (stereo unspecified)	-1	3	-7	97	0.1	5	1	1.1	99	-0.3

Entries above printed as active in STAT3 activator:
Compound	APP transl inh	STAT1 blocker	STAT1 act	RAM network inh	APP 5'UTR act	NF-kB expr up	STAT3 activator	Hsp70 activator
Oc1ccccc1/C=N/Nc1cccc2cccnc12	-89	11	90	-0.1	89	12*	162*	0.6

A few values from the list.
STAT3 blocker with COc1cc(/C=C2\SC(=O)N(CCN)C2=O)ccc1OS(=O)(=O)c1cc(C)ccc1C reads -7
STAT1 act with Nn1cc(-c2ccccc2)nc1SCC(=O)NC1CCS(=O)(=O)C1 (stereo unspecified) reads 97
NF-kB expr up with C=CCNc1nc(Nc2ccc(OC)cc2)nc(OCC)n1 reads 0.95

More records:
SMILES	APP transl inh	STAT1 blocker	FLuc inh counter	STAT1 act	RAM network inh	STAT3 blocker	APP 5'UTR act	NF-kB expr up	STAT3 activator	Hsp70 activator
CC(=O)Nc1cn(-c2ccccc2)nc1-c1ccccc1	-8	4	-1	97	1.9	-5	7	1.8	105	-0.3
Cc1ccc(N2C(=O)CSCC2=O)cc1	·	7	0	95	0.0	5	·	1.1	96	-0.1
CC(=O)Nc1cccc(NC(=O)Nc2ccc(C)c(Cl)c2)c1	16	-18	30	114	3.6	6	-16	1.1	100	-0.1
CCc1nc2ccccc2c(C(=O)OCC(=O)Nc2cccc(S(=O)(=O)N3CCOCC3)c2)c1C	-4	18	-4	84	2.7	33	4	0.31	76	-0.4
CCN1CCN(c2ccc(NC(=O)c3cccc4ncccc34)cc2)CC1	-15	-4	-5	103	1.2	-31	15	1.1	132	-0.1
Cc1cc[n+](-c2[nH]c(=O)sc2/C=N/N=C(\[O-])c2ccccc2)cc1C	-2	-6	-1	103	2.4	4	2	0.93	98	0.1
Cc1ccnc(NS(=O)(=O)c2ccc(NC(=O)c3ccc(S(=O)(=O)N4CCOCC4)cc3)cc2)n1	6	0	-5	103	1.8	-3	-6	0.96	100	-0.1
CS(=O)(=O)N(CC(=O)NCc1ccc2c(c1)OCO2)c1ccc(Cl)cc1	-3	12	-6	89	-0.1	-6	3	1.6	108	0.2
CC(C)NC(=S)N/N=C/c1cc(Br)ccc1O	-10	-2	-1	101	0.5	7	10	0.82	93	-0.3
CC1CCCCC1NC(=O)COC(=O)c1ccccn1 (stereo unspecified)	1	0	-2	100	0.7	4	-1	1.1	99	-0.1
COC(=O)Cn1c(C)c(C#N)c2ccccc21	0	6	0	94	-0.1	-12	1	1.1	111	-0.2
COc1ccccc1-c1nnc2n1N=C(C(C)(C)C)CS2	2	8	-8	92	1.4	9	-2	0.97	96	-0.3
COc1ccc(C2C(C(=O)OCC(=O)Nc3ccc(C)cc3)CCC(=O)N2c2ccc(OC)cc2)cc1 (stereo unspecified)	-18	-1	-4	101	0.8	-1	18	0.91	104	0.2
CC1SC(c2ccc(F)cc2)NC1=O (stereo unspecified)	16	4	-8	97	0.8	7	-16	1.2	96	-0.1
Cc1ccccc1/C=C/c1nc2ccccc2c(=O)n1Cc1ccccc1	-36	-6	-3	105	3.0	4	36	0.84	98	-0.3
CC(=O)N(c1ccccc1)C(C)c1nc(C#N)c(C#N)nc1C (stereo unspecified)	-20	-2	-6	101	1.2	3	20	1.2	99	-0.5
CC1Cc2ccccc2N1C(=O)COc1ccc2c(c1)OCO2 (stereo unspecified)	-38	-13	16	112	1.6	-11	38	2.5	109	0.1
CC(C)N1C2OC(C3OC4C(O3)N(C(C)C)S(=O)(=O)N4C(C)C)OC2N(C(C)C)S1(=O)=O (stereo unspecified)	9	21	-6	81	0.9	4	-9	1.1	102	-0.4
CC(=O)c1c(C(C)=O)c(C)n(NC(=O)c2cccnc2)c1C	-7	-2	-7	102	0.1	1	7	1.3	104	0.1
COc1cccc(CN(C)CC(=O)Nc2cccc(S(N)(=O)=O)c2)c1OC	-16	6	-5	95	0.3	-8	16	1.1	107	-0.2
Cc1cccc(C(=O)NC2CCN(C(=O)N3CCOCC3)CC2)c1	-5	-1	-4	101	1.9	6	5	1	99	0.4
COc1ccccc1Nc1nc(-c2sc(NC(=O)c3ccco3)nc2C)cs1	13	-6	-5	105	2.4	15	-13	0.67	90	0.1

Compound activity: PubChem BioAssay, several laboratories
